EPAC2 antag: qHTS for Antagonist of cAMP-regulated guanine nucleotide exchange factor 2 (EPAC2): primary screen | Rap guanine nucleotide exchange factor 4 (Homo sapiens), Q8WZA2 | EPAC2 GEF exchange of Rap1B-BODIPY-GDP, fluorescence | Potency, µM (highest dose often 114 µM), for inactives: top-dose activity, negative = inhibition, most hits filed as inhibitors | actives 0.18% (n = 360,000); further: on the % scale 0 is the no-effect control and ±100 the full control effect; nearly all actives have a fitted effect of over 45% in size; many of its hits are not listed in these tables
EPAC1 antagonist: qHTS for Antagonist of cAMP-regulated guanine nucleotide exchange factor 3 (EPAC1): primary screen; Rap guanine nucleotide exchange factor 3 (Homo sapiens), O95398; EPAC1 GEF assay, Rap1b-BODIPY-GDP exchange fluorescence; Potency, µM (highest dose often 115 µM), without a hit: at the top dose activity change, negative = inhibition, hits mostly inhibitors; actives 0.14% (n = 360,000);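 further: plate controls were vehicle for no effect and positive control for full effect; nearly all actives have a fitted effect of over 50% in size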
PTHR1 ag: qHTS for PTHR1 Agonists: Primary Screen; Parathyroid hormone/parathyroid hormone-related peptide receptor (Homo sapiens), Q03431; Potency, µM (highest dose often 115 µM), for inactives: at the top dose activation, most hits filed as activators; HEK293 GP2 PTHR1 cells, GloSensor cAMP luminescence, 1 h; actives 0.075% (n = 410,000); further: nearly all actives have a fitted effect of over 55% in size; some results filed as inactive show a strong effect at the top dose; inactives centre near -15; many of its hits are not listed in these tables
Target sequence (Q03431 whole entry, looked up): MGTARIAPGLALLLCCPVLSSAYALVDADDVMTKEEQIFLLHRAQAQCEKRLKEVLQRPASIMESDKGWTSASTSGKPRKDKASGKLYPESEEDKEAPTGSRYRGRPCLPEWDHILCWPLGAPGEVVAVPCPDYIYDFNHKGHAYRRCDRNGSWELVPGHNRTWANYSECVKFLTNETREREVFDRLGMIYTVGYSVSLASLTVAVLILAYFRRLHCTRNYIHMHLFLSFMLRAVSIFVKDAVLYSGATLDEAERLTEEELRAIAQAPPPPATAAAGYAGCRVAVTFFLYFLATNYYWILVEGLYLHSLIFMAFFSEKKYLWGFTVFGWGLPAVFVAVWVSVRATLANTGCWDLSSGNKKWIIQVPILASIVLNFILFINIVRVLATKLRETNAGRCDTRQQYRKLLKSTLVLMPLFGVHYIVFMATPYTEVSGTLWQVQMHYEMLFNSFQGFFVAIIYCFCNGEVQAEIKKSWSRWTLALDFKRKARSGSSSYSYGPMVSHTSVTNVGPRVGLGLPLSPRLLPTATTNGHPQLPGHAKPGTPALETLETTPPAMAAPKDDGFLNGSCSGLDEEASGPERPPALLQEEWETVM
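HEK-293-derived GP2 cells expressing PTHR1 and a GloSensor cAMP reporter, 3,000/well, plated overnight, given luciferin plus IBMX (each 0.5 mM as added) for 1 h at 37 °C, then compound for 1 h at 37 °C. Luminescence was read after 15 min at room temperature.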
aSyn rescue: qHTS of alpha-syn Inhibitors; Yeast expressing alpha-synuclein, growth rescue, BacTiter-Glo, 24 h; Potency, µM (titrated, usually from 46.1 µM), inactives show top-dose growth rescue (activation), most hits filed as activators; actives 0.14% (n = 370,000); AID 652106, 2013; further: % of control where 0% means no effect; nearly all actives have a fitted effect of over 65% in size
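Readout is rescue of growth in alpha-synuclein-expressing yeast, so inhibitors of toxicity appear as activators. Growth after 24 hr at 30 deg C in galactose medium is quantified by luminescence.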
FUS suppressor: qHTS for Suppressors of FUS Proteinopathy: Primary screen using FUS-linked yeast assay. S. cerevisiae FUS-expressing, growth rescue, OD600, 24 h. Potency, µM (titrated, usually from 76.6 µM), for the others: at the top dose growth rescue (activation), usual class: activators. actives 0.24% (n = 390,000). AID 1347120, 2019;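 further: plate controls were DMSO vehicle for no effect and reference control for full effect; nearly all actives have a fitted effect of over 55% in size; some results filed as inactive show a strong effect at the top dose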
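Compound concentration series was pinned onto galactose-induced FUS-expressing yeast seeded at OD 0.005. Plates sat 24hr at 30C; absorbance at 600 nm gave growth. DMSO served as background control.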
TDP43 rescue: qHTS of TDP-43 Inhibitors; Potency, µM (top dose mostly 46.1 µM), inactives show top-dose growth rescue (activation), most hits filed as activators; AID 652104, 2013; TDP-43 expressing yeast growth rescue, BacTiter-Glo, 24 h; actives 1.8% (n = 410,000); further: % of control where 0% means no effect; nearly all actives have a fitted effect of over 50% in size
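Luminescence from BacTiter-Glo reports growth of TDP-43-expressing yeast after 24 hr at 30 deg C with compound. Cells were raffinose-pregrown to mid-log, then seeded in galactose medium at OD600=0.02.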
EPAC2 ag: qHTS for Agonist of cAMP-regulated guanine nucleotide exchange factor 4 (EPAC2): primary screen; Rap guanine nucleotide exchange factor 4 (Homo sapiens), Q8WZA2; EPAC2 activation, biochemical qHTS; response scale: 100% = 6.5 mM cAMP response; Potency, µM (titrated, usually from 154 µM), for the others: at the highest dose activation, hits mostly activators; actives 0.079% (n = 360,000); AID 720711, 2013; further: nearly all actives have a fitted effect of over 50% in size
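Nucleotide exchange monitored as fluorescence drop when BODIPY-GDP leaves Rap1B. Reaction: 100 nM EPAC2, 250 nM RAP1B-BODIPY-GDP, 50 uM GDP, room temperature, kinetic read over 30 min. Activity expressed relative to 6.5 mM cAMP.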
EPAC1 agonist: qHTS for Agonist of cAMP-regulated guanine nucleotide exchange factor 3 (EPAC1): primary screen | actives 0.073% (n = 360,000) | Rap guanine nucleotide exchange factor 3 (Homo sapiens), O95398 | AID 720707, 2013 | Potency, µM (doses to about 154 µM), without a hit: at the highest dose activation, most hits filed as activators | EPAC1 agonist qHTS, biochemical assay; response scale: 100% = response to 6.5 mM cAMP; further: nearly all actives have a fitted effect of over 60% in size
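Compounds were pinned as a concentration titration into mixtures of EPAC1 (100 nM), BODIPY-GDP-loaded Rap1B (250 nM) and GDP (50 uM). After 5 min at room temperature, fluorescence was followed for 30 min; activity was scaled to 6.5 mM cAMP.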
* = called active by the depositor; i = inactive; ? = inconclusive; . = not tested or not shown; & = joins results of further samples; [ ] = another dose, or the depositor's remark. The call rests on the fitted dose curve; in most records, active means well fitted curve in the direction sought with a large enough effect; inconclusive means small, poorly fitted or top-dose-only effect, or another doubt; inactive means no such curve, though single readings can be large; an effect the other way counts as inactive or inconclusive. Potency means the concentration at half of the fitted maximal effect.

compound,EPAC2 antag,EPAC1 antagonist,PTHR1 ag,aSyn rescue,FUS suppressor,TDP43 rescue,EPAC2 ag,EPAC1 agonist
Nc1nc(SCC(=O)Nc2cc(-c3ccccc3)nn2-c2ccccc2)n[nH]1,1%,-11%,-14%,5%,-6%,-30%[inhibitor],-13%,6%
CCOC(=O)c1oc2cc(O)c(CC)cc2c(=O)c1-c1cscn1,0%,-19%,-8%,0%,14%,-7%,6%,7%
Cc1csc(NC(=O)C2CSC3(C)CCC(=O)N23)n1 (stereo not drawn),3%,-15%,i,1%,4%,1%,0%,-5%
Cc1cccc(NS(=O)(=O)c2ccc(-c3cnc(C4CC4)o3)cc2)c1C,-12%,?,-18%,-13%,?,1%,5%,-4%
O=C(c1ccccc1)c1ccc(C(=O)N2CCN(c3ccccc3)CC2)cc1,-2%,-10%,-46%[inhibitor],6%,.,-3%,10%,6%
Cc1c(C(=O)NCCCN2CCCC2=O)oc2ccccc12,10%,-25%,i,-2%,21%,-14%,4%,1%
CCCOC(=O)CSC1=C(C#N)C(c2ccccc2OCC)C(C#N)C(=O)N1 (stereo not drawn),-6%,-18%,-17%[57.5 µM],-3%,8%,-4%,5%,0%
CC(C)(C)NC(=O)C(=O)NNC(=O)COc1ccc(Br)cc1,-2%,?,i,4%,.,-2%,5%,9%
O=c1cc(-c2ccccc2)[nH]n2cnnc12,-2%,21%,-20%,2%,10%,-11%,4%,1%
CCCCCc1nnc(NC(=O)c2ccc3nc[nH]c3c2)s1,4%,-1%,-75%[inhibitor],-5%,-4%,8%,-6%,7%
COc1ccc(C2(c3ccc(OC)cc3)NC(=O)N(CC(=O)NC3CCCC3)C2=O)cc1,0%,2%,i,1%,7%,11%,1%,2%
Cc1c2c(nc3c(C(=O)NC4CCCC4)cnn13)CCCC2,1%,14%,i,20%,1%,-6%,-2%,6%
COc1cc(C2Nc3ccc4ncccc4c3C3=C2C(=O)CCC3)cc(OC)c1O (stereo not drawn),3%,-3%,i,4%,-6%,12%,8%,0%
CN(CC(=O)NCc1cccs1)CC(=O)Nc1ccccc1Cl,7%,17%,i,1%,-11%,8%,8%,11%
COc1ccccc1CC(=O)c1ccc(OCc2ccccc2)cc1,4%,-2%,-49%[inhibitor],-11%,18%,21%,12%,-3%
CCc1ccc2nc(SCC(=O)NCC3CCCO3)c(C#N)cc2c1 (stereo not drawn),2%,5%,-22%,15%,13%,9%,10%,7%
COc1cccc(OC)c1C(=O)Nc1cc(C)on1,7%,2%,i,-17%,.,14%,7%,7%
COc1cc(Cl)ccc1OCc1cc(C(=O)NCCCN2CCCC2=O)no1,-3%,?,i,-1%,16%,1%,0%,8%
COc1ccccc1NC(=O)CC1Nc2ccccc2NC1=O (stereo not drawn),11%[57.1 µM],7%,i,0%,?,3%,-4%,4%
CCC(c1nnc(SCC(=O)Nc2cccnc2Cl)n1-c1ccccc1)N(C)C (stereo not drawn),0%,-8%,-2%,-5%,-2%,-6%,2%,6%
O=C(C/C=N\OCc1ccc([N+](=O)[O-])cc1)Nc1ccccc1,-2%,6%,0%,0%,30%,-1%,5%,5%
O=C(c1cccs1)N1CCN(Cc2ccncc2)CC1,10%,-20%,i,6%,-8%,-1%,11%,-4%
O=C(NCc1ccc2c(c1)OCO2)C(=O)NC1CCCCC1,5%,17%,i,1%,-12%,0%,0%,-1%
Cc1cc(C)c(C)c(S(=O)(=O)Nc2cccnc2)c1C,-3%,-20%,-20%,0%,16%,-6%,19%,2%
O=C(NCC(F)(F)F)C1C(=O)Nc2ccccc2C(=O)N1C1CCCC1 (stereo not drawn),-1%,-1%,i,-10%,-10%,19%,1%,4%
CCCCn1c(SCC(=O)NCc2ccco2)nc2ccccc2c1=O,-3%,-3%,i,8%,35%,19%,-5%,1%
CC(C)CNC(=S)Nc1ccc(Oc2ccccc2)cc1,-11%,-23%,-37%[inhibitor],-1%,.,?,4%,-1%
O=C(NNC(=O)C1CC=CCC1C(=O)O)c1cccs1 (stereo not drawn),8%,-1%,-2%,0%,16%,3%[9.22 µM],12%,6%
Cc1cc(=O)[nH]c(SCC(=O)Nc2nc(-c3ccccc3)c(-c3ccccc3)o2)n1,-13%,-26%,i,0%,5%,-3%,8%,-2%
CCN(C(=O)COC(=O)c1cc(S(=O)(=O)N2CCc3ccccc32)ccc1OC)C1CCS(=O)(=O)C1 (stereo not drawn),-6%,-10%,-11%,-1%,18%,-13%,0%,-1%

Eleven structures already listed, sorted by heavy-atom count, lowest first:
compound,EPAC2 antag,EPAC1 antagonist,PTHR1 ag,aSyn rescue,FUS suppressor,TDP43 rescue,EPAC2 ag,EPAC1 agonist
COc1cccc(OC)c1C(=O)Nc1cc(C)on1,7%,2%,i,-17%,.,14%,7%,7%
O=C(c1cccs1)N1CCN(Cc2ccncc2)CC1,10%,-20%,i,6%,-8%,-1%,11%,-4%
CC(C)CNC(=S)Nc1ccc(Oc2ccccc2)cc1,-11%,-23%,-37%[inhibitor],-1%,.,?,4%,-1%
O=C(NCc1ccc2c(c1)OCO2)C(=O)NC1CCCCC1,5%,17%,i,1%,-12%,0%,0%,-1%
O=C(C/C=N\OCc1ccc([N+](=O)[O-])cc1)Nc1ccccc1,-2%,6%,0%,0%,30%,-1%,5%,5%
CCc1ccc2nc(SCC(=O)NCC3CCCO3)c(C#N)cc2c1 (stereo not drawn),2%,5%,-22%,15%,13%,9%,10%,7%
O=C(NCC(F)(F)F)C1C(=O)Nc2ccccc2C(=O)N1C1CCCC1 (stereo not drawn),-1%,-1%,i,-10%,-10%,19%,1%,4%
COc1cc(Cl)ccc1OCc1cc(C(=O)NCCCN2CCCC2=O)no1,-3%,?,i,-1%,16%,1%,0%,8%
CCC(c1nnc(SCC(=O)Nc2cccnc2Cl)n1-c1ccccc1)N(C)C (stereo not drawn),0%,-8%,-2%,-5%,-2%,-6%,2%,6%
Cc1cc(=O)[nH]c(SCC(=O)Nc2nc(-c3ccccc3)c(-c3ccccc3)o2)n1,-13%,-26%,i,0%,5%,-3%,8%,-2%
CCN(C(=O)COC(=O)c1cc(S(=O)(=O)N2CCc3ccccc32)ccc1OC)C1CCS(=O)(=O)C1 (stereo not drawn),-6%,-10%,-11%,-1%,18%,-13%,0%,-1%

Continued.
compound,EPAC2 antag,EPAC1 antagonist,PTHR1 ag,aSyn rescue,FUS suppressor,TDP43 rescue,EPAC2 ag,EPAC1 agonist
COc1ccc(CCNC(=S)NCCc2ccc(OC)c(OC)c2)cc1OC,3%&-3%,15%&1%,-2%&-9%,5%&-1%,14%&14%,18%&3%,6%&7%,0%&8%
CC1(C)Cc2ccccc2C(N/N=C/c2ccc(Cl)cc2)=N1,-8%,-9%,-38%[inhibitor],5%,.,-7%,14%,16%
CCOC(=O)C1(Cc2cccc(OC)c2)CCN(CC2CC=CCC2)CC1 (stereo not drawn),12%,-8%,i,-1%,16%,-8%,12%,-9%
NS(=O)(=O)c1ccc(NC(=O)Cn2nc(C(=O)O)c3ccccc3c2=O)cc1,2%,-9%,i,-3%,3%,-12%,13%,-1%
Cc1c(C(=O)NCc2cccnc2)sc2nc(-c3ccccc3)cn12,14%,9%,-14%,-10%,-4%,8%,3%,-11%
O=C(Oc1nsnc1N1CCCCC1)N1CCOCC1,-1%,3%,i,6%,18%,-12%,9%,10%
CC(C)(C)CC(C)(C)c1ccc(O)c(CN2CCN(CCC#N)CC2)c1,-1%,-20%,0%[57.5 µM],-19%,24%,10%,6%,-7%
O=S(=O)(NCC(c1ccc2c(c1)OCO2)N1CCN(c2ccccc2)CC1)c1ccccc1 (stereo not drawn),15%,-14%,i,11%,12%,16%,11%,3%
COc1ccc(C(=O)N2CCN(CC(=O)N3CCOCC3)CC2)cc1,-12%,-8%,-2%,-3%,-27%,14%,12%,-5%
Cc1ccccc1-n1ncc2c1CC(C)(C)CC2NC(=O)C1CCC1 (stereo not drawn),-1%,6%,-6%,-9%,9%,19%,7%,12%
Cc1cc(C)c2c(N)c(C(=O)Nc3ncc(C)s3)sc2n1,-4%,-7%,-15%[57.5 µM],-4%,15%,23%,-6%,0%
Cc1cc(/C=C2/SC(=O)N(CC(=O)N3CCOCC3)C2=O)c(C)n1-c1ccccc1F,1%,6%,-10%,-3%,-19%,15%,10%,13%
Cc1ccc2[nH]c(CN3CCN(C)C(CCO)C3)c(C)c2c1 (stereo not drawn),1%,-2%,-44%[inhibitor],11%,-36%,16%,5%,-8%
Cc1ccc(C2CC(C(F)(F)F)n3nc(C(=O)Nc4c(C)n(C)n(-c5ccccc5)c4=O)cc3N2)cc1 (stereo not drawn),15%,-13%,i,-1%,46%,-29%,7%,-5%
COc1cc(S(=O)(=O)Nc2ncn[nH]2)ccc1Cl,7%,-12%,i,-4%,-15%,-5%,16%,13%
CC1=C(C(=O)N2CCCC(CCC(=O)NCc3ccccc3F)C2)OCCO1 (stereo not drawn),-3%,-6%,i,3%,1%,-13%[0.397 µM],-1%,-4%
CCOC(=O)C(N)CSC1CC(=O)N(c2ccc(OCC)cc2)C1=O (stereo not drawn),-6%,-23%,-19%,?,9%,25%,1%,-11%
COc1ccc(N(C)S(=O)(=O)c2cccc(C(=O)NC3CCCC3)c2)cc1,-3%,-11%,i,-6%,23%,-6%,7%,-6%

Source: PubChem (National Center for Advancing Translational Sciences (NCATS))

Some of the compounds tested; the hit share may differ from the screen's.
